C8 TRAIL sens = caspase-8 TRAIL sensitization; NB7+C8 cells + TRAIL, ATPlite viability luminescence; inhibition (viability loss, TRAIL sensitization), % at 10 µM; hit rate 1% among 360,000; AID 624354;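 active means compounds causing at least 50% loss of cell viability in the single-dose screen, relative to plate controls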
LRH-1 inv ag = suppresses constitutive activity of human LRH-1; HEK293T StAR-luciferase reporter, LRH-1 transfected, 24 h; inhibition, % at 3.6 µM; hit rate 0.13% among 360,000; AID 602396;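 active means inhibition above the mean inhibition of all tested compounds plus 3 SD, cut at about 73% in these data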;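 further: 0% = DMSO wells and 100% = reporter-only cells lacking LRH-1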
Target sequence (O00482 whole entry, looked up): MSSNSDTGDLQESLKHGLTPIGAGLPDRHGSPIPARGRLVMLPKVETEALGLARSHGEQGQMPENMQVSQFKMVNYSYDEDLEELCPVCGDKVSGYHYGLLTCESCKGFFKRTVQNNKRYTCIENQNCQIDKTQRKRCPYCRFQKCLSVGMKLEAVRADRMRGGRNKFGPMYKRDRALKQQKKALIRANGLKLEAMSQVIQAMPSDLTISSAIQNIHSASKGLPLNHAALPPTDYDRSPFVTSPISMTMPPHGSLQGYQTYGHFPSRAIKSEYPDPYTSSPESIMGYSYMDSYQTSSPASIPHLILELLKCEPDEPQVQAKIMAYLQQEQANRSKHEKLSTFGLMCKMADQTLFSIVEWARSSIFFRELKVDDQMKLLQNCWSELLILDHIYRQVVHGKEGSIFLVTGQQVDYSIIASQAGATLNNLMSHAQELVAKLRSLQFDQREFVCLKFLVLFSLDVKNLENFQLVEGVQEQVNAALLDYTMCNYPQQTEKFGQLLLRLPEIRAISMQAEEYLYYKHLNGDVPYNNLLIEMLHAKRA
SRC3 inh = inhibitors of human steroid receptor coactivator 3 (SRC3); Q9Y6Q9; HEK293 GAL4-SRC3 luciferase reporter, luminescence; inhibition, % at 3.6 µM; hit rate 0.17% among 360,000;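 active means inhibition above a per-campaign cutoff, the mean of all compounds plus 3 SD, cut at about 60% in these data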;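 further: 0% = DMSO-treated cells and 100% = gossypol-treated cells at 36 µM; higher means less SRC3-driven luciferase light from the GAL4 reporter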
NR2F2 inh = NR2F2 (human) inhibition, primary screen | P24468 | HEK293T NGFI-A luciferase reporter, luminescence | inhibition, % at 8.6 µM | hit rate 0.7% among 370,000;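 active means inhibition above a per-plate cutoff, mean inhibition of test wells between control levels plus 3 SD, cut at about 38% in these data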;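 further: cells cotransfected with COUP-TFII expression vector driving the NGFI-A reporter; 0% = median of COUP-TF2 test wells and 100% = reporter-only cells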
Target sequence (P24468 whole entry, looked up): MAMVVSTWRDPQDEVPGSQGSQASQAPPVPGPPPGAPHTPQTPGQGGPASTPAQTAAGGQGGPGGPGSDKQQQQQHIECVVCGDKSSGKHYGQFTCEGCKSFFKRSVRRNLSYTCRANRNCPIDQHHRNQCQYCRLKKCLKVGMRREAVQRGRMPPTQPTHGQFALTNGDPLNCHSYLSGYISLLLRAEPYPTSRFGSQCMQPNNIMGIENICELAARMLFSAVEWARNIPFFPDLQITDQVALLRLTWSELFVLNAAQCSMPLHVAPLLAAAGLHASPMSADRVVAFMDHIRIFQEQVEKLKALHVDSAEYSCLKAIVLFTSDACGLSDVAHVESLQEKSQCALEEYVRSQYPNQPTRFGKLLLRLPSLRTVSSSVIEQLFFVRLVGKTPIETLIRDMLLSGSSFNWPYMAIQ
SRC1 inh = human NCOA1 inhibition | Q15788 | HEK293 GAL4-SRC1 luciferase reporter, luminescence | inhibition, % at 3.6 µM | hit rate 0.12% among 360,000;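 active means inhibition above the campaign mean plus 3 SD, with each screening campaign given its own cutoff, cut at about 60% in these data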;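 further: 0% = DMSO treated cells and 100% = gossypol at 36 µM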
Shn3 3UTR inh = Schnurri-3 reporter inhibition in Clone20 osteoblasts; Clone20 osteoblast Shn3 3'UTR firefly luciferase, 24 h; inhibition, % at 12.5 µM; hit rate 0.52% among 360,000; AID 588674;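 active means mean inhibition of at least 75% with every replicate also reaching 75%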;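 further: 0% = median of neutral control wells and 100% = pilot-screen positive control compound; some compounds past the cut are filed as inactive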
KKLEB tox = counter-screen for CF NF-kB inhibitors: cytotoxicity; activity change (cytotoxicity), % at 5 µM; AID 602141; KKLEB CF airway cells viability, ATPlite luminescence, overnight; hits give low values; cells stimulated with P. aeruginosa culture filtrate; hit rate 0.36% among 360,000;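 active means corrected activity change at or below -50% at 5 µM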
EBV LMP1 NFkB = reduces LMP1-driven NF-kappaB luciferase signal | LMP1-induced NF-kappaB luciferase reporter cells, luminescence | inhibition, % at 12.5 µM | hit rate 0.69% among 350,000; in the data active means inhibition above about 41%;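 further: 0% = neutral control wells and 100% = reference inhibitor control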
CF NFkB inh = cystic fibrosis NF-kB activation inhibition; KKLEB NF-kB-GFP reporter, PAF-induced, GFP fluorescence overnight; inhibition, % at 5 µM; hit rate 0.86% among 360,000; AID 588850;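 active means at least 50% inhibition at 5 µM, scaled per plate between neutral and stimulator controls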;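 further: PAF is a Pseudomonas aeruginosa culture filtrate used as stimulus; plate controls were PAF-stimulated DMSO wells for no effect and unstimulated DMSO wells for full effect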
TWEAK Fn14 block = TWEAK-Fn14 signaling inhibition; TWEAK-stimulated Fn14 reporter cells, luciferase luminescence, 8 h; inhibition, % at 10 µM; hit rate 2% among 360,000; in the data active means inhibition above about 50%
TROY signal inh = inhibitors of TROY-dependent NF-kB signaling; Q293 LMP1-TROYcd NF-kB luciferase reporter, 4 h; inhibition, % at 10 µM; hit rate 0.98% among 360,000; AID 1347056;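 active means compounds whose plate-normalised and pattern-corrected inhibition of the luciferase reporter signal at the single screening dose is 50% or more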
Starred values were filed as active, the others as inactive; x = no result given.

SMILES	C8 TRAIL sens	LRH-1 inv ag	SRC3 inh	NR2F2 inh	SRC1 inh	Shn3 3UTR inh	KKLEB tox	EBV LMP1 NFkB	CF NFkB inh	TWEAK Fn14 block	TROY signal inh
COc1ccc(-c2cc(C(=O)NCC3CCCO3)c3ccccc3n2)c(OC)c1 (stereo not given)	7	6	-1	-5	-18	8	-7	0	15	-9	7
C/C(=N\NC(=O)Cc1ccccc1[N+](=O)[O-])c1cccnc1	-12	-42	-20	-8	-28	-5	1	-2	0	0	-4
O=C(NCC1CCCO1)c1cccc(NC(=O)c2ccco2)c1 (stereo not given)	-1	1	11	16	-2	13	-1	-1	7	3	-10
CC(=O)CC(c1ccccc1)S(=O)(=O)c1ccc([N+](=O)[O-])cc1 (stereo not given)	-12	-7	-3	13	1	-25	14	2	2	23	5
O=C1C(=C(c2ccccc2)N2CCOCC2)Cc2ccccc21	14	14	9	39*	-9	98*	-7	64*	91*	97*	34
CC(=O)Nc1ccccc1-c1nc2ccc(C(=O)N3CCN(c4cccc(C)c4)C(C)C3)cc2[nH]c1=O (stereo not given)	14	-10	-12	4	-9	10	-10	1	12	19	-25
CC1=NN(C(=O)COc2ccccc2)C(O)(c2ccccc2)C1 (stereo not given)	0	5	5	-4	-7	-14	-4	-1	-14	-9	-12
O=C(CCCN1C(=O)/C(=C/c2ccccc2Cl)SC1=S)NNC(=O)c1ccncc1	10	18	36	37	32	15	22	8	-9	79*	68*
CCn1c(C(O)c2cc(OC)c(OC)c(OC)c2)nc2ccccc21 (stereo not given)	-15	6	-27	4	23	11	-1	-5	-6	10	-5
COc1ccc(CCn2c(-c3ccc(C(C)(C)C)cc3)n[nH]c2=S)cc1OC	-3	7	-6	13	-18	-2	-5	0	-2	16	21
O=C1c2ccccc2C(=O)N1OS(=O)(=O)c1ccc(F)cc1	3	-1	-7	-4	-2	-21	12	10	-8	-23	-9
CCN1CCCC1CNC(=O)c1ccc2c(c1)N(Cc1ccccc1F)C(=O)c1ccccc1S2(=O)=O (stereo not given)	-6	16	12	-13	8	-7	9	-12	-2	4	-3
COc1cccc(CNc2nc3cc(-c4ccccc4)sc3c(=O)n2C)c1	8	-7	-20	12	-22	1	-2	x	-2	30	19
CC1CN(C(=O)COC(=O)c2ccccc2O)CC(C)O1 (stereo not given)	16	-4	1	31	-8	-1	2	-11	-9	18	-2
CCN1CC(CN(C)Cc2cn(-c3ccc(C)cc3)nc2-c2ccc(F)cc2)CC1=O (stereo not given)	-1	5	17	12	2	17	6	4	11	11	-1
O=c1c2[nH]c3ccccc3c2nc2n1CCS2	-5	-8	4	13	-23	-31	12	-15	-27	-13	7
CCOC(=O)[C@]12CCCC=C1N(Cc1ccc3c(c1)OCO3)C(=O)[C@H](CC(=O)NCc1cccs1)C2	-6	17	x	-7	x	x	x	x	x	15	-1
CC(=O)CSc1ncnc2scc(-c3ccc(F)cc3)c12	-5	-7	9	-4	9	5	9	-3	-10	-10	9
O=C(C1CCCN(S(=O)(=O)c2cccs2)C1)N1CCN(C2CCCCC2)CC1 (stereo not given)	4	-3	-34	10	-6	-32	6	-14	17	-15	-12
NC(=O)c1ccc(-c2ccc(Br)cc2)o1	12	-41	-36	-30	-18	-27	-1	-7	-23	-3	-28
CC1(C)C(=O)Nc2ccccc2N1C(=O)COc1cc(Cl)ccc1Cl	9	17	-8	1	-8	1	4	-9	8	16	-1
O=C(NCc1ccccc1)NC(=O)c1ccccc1F	-13	-15	-7	-26	-25	-12	-7	-4	-11	-5	-50
O=C(NCCN1CCOCC1)c1ccc2c(c1)N(Cc1ccccc1F)C(=O)CS2	-12	43	-50	3	0	-3	6	7	-17	17	5
CCOc1ccc(CN2CCN(Cc3ccc(C)o3)CC2CCO)cc1 (stereo not given)	-6	-6	15	-6	-82	-21	-26	2	17	2	-4
O=C(CCCCCN1C(=O)C2C3C=CC(C3)C2C1=O)Nc1nccs1 (stereo not given)	5	13	-11	-22	0	5	6	-18	-7	-19	-15
Cc1c(OCC(=O)N2CCN(c3ccccc3)CC2)ccc2c3c(c(=O)oc12)CCCC3	7	4	-13	0	3	-3	3	6	8	6	35
O=C(NC1CCCCCC1)C1CCN(S(=O)(=O)c2ccc(F)cc2)CC1	4	14	8	16	-6	-3	-8	4	13	14	-10
O=C(O)CN1C(=O)CC(c2ccccc2)CC1=O	1	-15	-23	18	-6	3	-5	-3	2	2	7
CC(=O)Nc1ccc(NC(=O)COC(=O)c2ccc(S(=O)(=O)NCc3ccco3)cc2)cc1	6	12	-5	-7	5	-49	11	6	14	-16	-9
O=C1c2cccc3c([N+](=O)[O-])ccc(c23)C(=O)N1CCc1ccccn1	44	18	-3	-2	-9	x	13	7	-11	-41	1
NC(=O)c1ccccc1OCC(=O)Nc1ccc2c(c1)OCCO2	26	-71	-45	-16	-53	-99	14	-4	-42	-2	-21
Cn1ccsc1=NC(=O)c1cccc(OC(F)F)c1	20	-113	-86	-18	-117	-72	16	-13	-19	-14	-45
Cc1cc2oc(C(=O)NCc3ccc(S(N)(=O)=O)cc3)c(C)c2cc1C	-1	-2	12	-3	-23	4	-15	2	-9	-12	-13
CC(=O)NN1C(=O)c2ccc(Oc3ccc([N+](=O)[O-])cc3)cc2C1=O	9	25	-6	-11	-3	-5	7	1	-22	-9	-26
COc1ccc(NC(=O)c2cc(C3CCCCN3C(=O)c3ccc4c(c3)CCO4)on2)c(C)c1 (stereo not given)	14	11	-5	0	17	-11	14	x	-6	11	7
COc1ccccc1S(=O)(=O)N(C)C[C@H]1OCc2cn(nn2)CCCC(=O)N([C@@H](C)CO)C[C@@H]1C	8	6	13	4	-5	2	8	4	0	-32	-25
Cc1ccc(-c2c[n+](CC(=O)Nc3nc(-c4ccc(F)cc4)cs3)c3n2CCC3)cc1	18	5	11	11	6	-18	-11	-2	1	3	15
Cc1cc(NC(=O)COC(=O)C2CCCN2C(=O)c2cccs2)no1 (stereo not given)	8	-17	-9	7	5	12	3	-7	-11	-4	11
Cc1ccccc1NS(=O)(=O)c1ccc(C(=O)N2CCCC2)cc1	-15	9	11	8	2	-9	-8	-2	11	-25	26
O=C(c1cc2cc(Cl)ccc2oc1=O)N1CCCC1	0	15	-3	7	9	-5	0	-7	7	29	x
Cc1cc2n(n1)C(c1cn(-c3ccccc3)nc1C)Nc1c(C)cccc1-2 (stereo not given)	4	8	3	-17	-7	6	12	-3	-5	1	-9
Cc1cc(NCCCn2ccnc2)n2c(nc3ccccc32)c1C#N	7	-18	0	3	-15	-87	5	-2	-50	-6	1
Cc1ccc2occ(C(c3nnnn3Cc3ccccc3)N3CCOCC3)c(=O)c2c1 (stereo not given)	-8	3	4	4	9	9	-8	0	6	-12	12
CC(c1nnnn1C(C)(C)C)N(Cc1cccnc1)Cc1ccccc1Cl (stereo not given)	0	12	16	13	8	9	5	0	-1	3	-12
CC(=O)c1ccc(N2CCN(Cc3nc4ccccc4[nH]3)CC2)cc1	1	-12	-21	-12	7	6	10	4	0	-12	11
NNC(=O)c1cccc(Cn2cc(Br)c([N+](=O)[O-])n2)c1	-17	-4	9	-27	14	15	4	-4	-4	-13	-7
Cc1ccc(NNC(=O)c2cccs2)cc1Cl	21	5	10	-27	3	x	4	-28	-18	-18	-9
CCOC(=O)CC(NC(C)=O)c1ccc([N+](=O)[O-])cc1 (stereo not given)	-2	8	6	-12	3	-1	3	5	2	-5	-6
O=S(=O)(NCC(c1cccnc1)N1CCN(Cc2ccccc2)CC1)c1cc(F)ccc1F (stereo not given)	6	-4	5	-11	-13	12	-1	0	7	0	13
CN(CC(=O)Nc1ccc(N2CCOCC2)cc1)C(=O)c1cccc(Cl)c1Cl	-1	-15	-6	-15	-11	26	-11	0	-2	-5	4
COc1cccc(C2C3=C(CCCC3=O)Nc3[nH]n(-c4ccccc4)c(=O)c32)c1 (stereo not given)	-1	0	9	18	-3	-12	-1	-1	0	-9	-4

Some of the entries so far, with values under each structure.
Each structure is followed by: C8 TRAIL sens | LRH-1 inv ag | SRC3 inh | NR2F2 inh | SRC1 inh | Shn3 3UTR inh | KKLEB tox | EBV LMP1 NFkB | CF NFkB inh | TWEAK Fn14 block | TROY signal inh
CC1CN(C(=O)COC(=O)c2ccccc2O)CC(C)O1 (stereo not given)
→ 16 | -4 | 1 | 31 | -8 | -1 | 2 | -11 | -9 | 18 | -2
CCN1CC(CN(C)Cc2cn(-c3ccc(C)cc3)nc2-c2ccc(F)cc2)CC1=O (stereo not given)
→ -1 | 5 | 17 | 12 | 2 | 17 | 6 | 4 | 11 | 11 | -1
O=c1c2[nH]c3ccccc3c2nc2n1CCS2
→ -5 | -8 | 4 | 13 | -23 | -31 | 12 | -15 | -27 | -13 | 7
CCOC(=O)[C@]12CCCC=C1N(Cc1ccc3c(c1)OCO3)C(=O)[C@H](CC(=O)NCc1cccs1)C2
→ -6 | 17 | x | -7 | x | x | x | x | x | 15 | -1
CC(=O)CSc1ncnc2scc(-c3ccc(F)cc3)c12
→ -5 | -7 | 9 | -4 | 9 | 5 | 9 | -3 | -10 | -10 | 9
O=C(C1CCCN(S(=O)(=O)c2cccs2)C1)N1CCN(C2CCCCC2)CC1 (stereo not given)
→ 4 | -3 | -34 | 10 | -6 | -32 | 6 | -14 | 17 | -15 | -12
NC(=O)c1ccc(-c2ccc(Br)cc2)o1
→ 12 | -41 | -36 | -30 | -18 | -27 | -1 | -7 | -23 | -3 | -28
CC1(C)C(=O)Nc2ccccc2N1C(=O)COc1cc(Cl)ccc1Cl
→ 9 | 17 | -8 | 1 | -8 | 1 | 4 | -9 | 8 | 16 | -1
O=C(NCc1ccccc1)NC(=O)c1ccccc1F
→ -13 | -15 | -7 | -26 | -25 | -12 | -7 | -4 | -11 | -5 | -50
O=C(NCCN1CCOCC1)c1ccc2c(c1)N(Cc1ccccc1F)C(=O)CS2
→ -12 | 43 | -50 | 3 | 0 | -3 | 6 | 7 | -17 | 17 | 5
CCOc1ccc(CN2CCN(Cc3ccc(C)o3)CC2CCO)cc1 (stereo not given)
→ -6 | -6 | 15 | -6 | -82 | -21 | -26 | 2 | 17 | 2 | -4
O=C(CCCCCN1C(=O)C2C3C=CC(C3)C2C1=O)Nc1nccs1 (stereo not given)
→ 5 | 13 | -11 | -22 | 0 | 5 | 6 | -18 | -7 | -19 | -15
Cc1c(OCC(=O)N2CCN(c3ccccc3)CC2)ccc2c3c(c(=O)oc12)CCCC3
→ 7 | 4 | -13 | 0 | 3 | -3 | 3 | 6 | 8 | 6 | 35

Some of the compounds tested (hit frequency here may not be typical).
